# FBW7 act = activators of human E3 ligase FBW7 | Q969H0 | AlphaScreen FBW7–phospho-cyclin E peptide binding, activator screen | normalized activity (activation), % at 26.1 µM | 0.13% of 650,000 active; in the data active = normalized activity above about 1.9%;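 also: purified mutant Fbw7 with reduced substrate affinity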
# MITF primary = blocks human microphthalmia-associated transcription factor | O75030 | AlphaScreen MITF homodimerization, bead proximity signal | inhibition, % at 2.6 µM | 0.91% of 650,000 active; in the data active = inhibition above about 50%;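 also: 0% = vehicle wells with protein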
# Target sequence (O75030 whole entry, looked up): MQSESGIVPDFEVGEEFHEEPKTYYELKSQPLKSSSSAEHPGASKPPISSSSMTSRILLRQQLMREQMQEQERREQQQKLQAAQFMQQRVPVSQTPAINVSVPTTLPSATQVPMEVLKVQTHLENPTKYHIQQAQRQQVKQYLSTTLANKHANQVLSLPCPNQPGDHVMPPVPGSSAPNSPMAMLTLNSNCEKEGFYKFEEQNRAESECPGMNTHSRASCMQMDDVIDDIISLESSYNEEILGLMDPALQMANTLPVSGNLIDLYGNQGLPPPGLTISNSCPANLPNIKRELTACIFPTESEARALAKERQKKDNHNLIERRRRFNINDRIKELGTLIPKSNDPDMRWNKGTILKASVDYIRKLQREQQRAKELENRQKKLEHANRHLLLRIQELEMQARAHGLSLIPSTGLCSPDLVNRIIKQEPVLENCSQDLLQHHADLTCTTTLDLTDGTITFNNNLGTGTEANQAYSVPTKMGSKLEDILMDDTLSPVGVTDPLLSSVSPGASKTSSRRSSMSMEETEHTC
# GPR151 activ = activators of human GPR151. PathHunter beta-arrestin GPR151 cells, luminescence. activation, % at 11.2 µM. 1% of 650,000 active. AID 1508602; in the data active = activation above about 4.9%;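 also: 0% = median of compound wells and 100% = cells with positive control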
# Target sequence (Q8TDV0 whole entry, looked up): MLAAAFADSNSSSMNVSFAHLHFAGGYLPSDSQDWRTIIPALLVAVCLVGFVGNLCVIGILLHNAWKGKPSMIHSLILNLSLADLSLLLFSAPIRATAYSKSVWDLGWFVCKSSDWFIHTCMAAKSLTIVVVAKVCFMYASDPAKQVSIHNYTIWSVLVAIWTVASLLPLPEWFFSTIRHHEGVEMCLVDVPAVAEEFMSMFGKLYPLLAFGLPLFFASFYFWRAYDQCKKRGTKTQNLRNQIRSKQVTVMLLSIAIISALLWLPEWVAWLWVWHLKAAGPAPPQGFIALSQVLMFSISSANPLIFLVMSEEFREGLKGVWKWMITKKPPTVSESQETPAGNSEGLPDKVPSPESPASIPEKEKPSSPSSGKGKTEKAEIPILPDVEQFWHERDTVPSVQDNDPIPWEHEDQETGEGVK
# TEAD-YAP block = TEAD-YAP interaction inhibition; HEK-TIYL cells, TEAD-Gal4/YAP UAS-luciferase luminescence; 1.4% of 640,000 active; inhibition, % at 9.12 µM; in the data active = inhibition above about 32%;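 also: 0% = median of test compound wells and 100% = reference inhibitor wells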
# * = called active by the depositor; / = not tested or not shown.
Structure	FBW7 act	MITF primary	GPR151 activ	TEAD-YAP block
O=C(NCCCNCc1ccccc1)/C(=N\O)c1ccccc1	0.0	19	2.8	-2
Cc1ccc(S(=O)(=O)NC2c3ccccc3-c3ccccc32)cc1	0.0	13	0.1	4
CC1CN(C(NC(=O)C(C)C)C(Cl)(Cl)Cl)CC(C)O1 (stereo not drawn)	0.2	6	0.0	7
O=C(Nc1ccc(F)cc1)c1cc(S(=O)(=O)NCc2ccccc2Cl)ccc1F	0.0	-3	0.6	-6
Cc1ccc(COc2ccc(/C=C3\NC(=O)N(Cc4ccc(Cl)cc4)C3=O)cc2)cc1	-0.1	-13	0.8	2
Cc1cc(NC(=O)c2cc(-c3ccc(F)cc3)no2)nn1CC(=O)NCc1ccco1	0.3	4	0.3	-16
O=C(Cc1ccc2c(c1)OCO2)Nc1cc(Nc2ccccc2-c2nn[nH]n2)c(Cl)cn1	1.1	15	-0.1	1
Cc1ccc2cccc(S(=O)(=O)Nc3cccc([N+](=O)[O-])c3)c2n1	-0.2	4	0.3	-3
Cc1ccc(CSc2nc3ccsc3c(=O)n2CCCC(=O)NCCc2ccccc2)cc1	0.4	1	-1.3	14
COc1ccc(Nc2nc3c(OC)cccc3s2)cc1	-0.1	7	-3.9	10
O=C(CSC1CC(=O)N(c2ccccc2)C1=O)Nc1cccc(Cl)c1 (stereo not drawn)	0.0	8	0.3	9
COC(=O)c1c(NC(=O)CN2C(=O)c3cccc4cccc2c34)sc2c1CCCC2	0.5	8	-0.4	0
CC(C)(C)c1ccc(C(=O)Nc2cc(C(N)=O)cc(C(N)=O)c2)cc1	-0.1	-20	1.2	-4
O=C(NCC1Cc2cccc(-c3ncccn3)c2O1)c1c(F)cccc1Cl (stereo not drawn)	0.0	7	2.8	-4
COc1cc(C2C(C#N)=C(N)Oc3n[nH]c(-c4ccc(Cl)cc4)c32)ccc1O (stereo not drawn)	-0.1	4	1.1	-7
O=C(/C=N/OCc1ccccc1)Nc1ccc(F)cc1F	0.0	5	-1.9	2
COc1cc([N+](=O)[O-])ccc1NC(=O)c1ccccc1F	0.3	8	-0.3	-20
O=C1CC(c2ccccc2C(F)(F)F)c2ccc3ccccc3c2N1 (stereo not drawn)	0.0	13	0.1	5
COc1ccc(Br)cc1C1SCCN1C(=O)c1ccc([N+](=O)[O-])cc1 (stereo not drawn)	-0.5	13	-1.3	-16
CCCC(=O)Nc1ccccc1C(N)=O	0.2	-7	-1.3	13
CC(C)N(CCNc1nc(NC2CCN(Cc3ccccc3)CC2)nc2c1ncn2-c1ccsc1)C(C)C	-0.1	6	-1.6	-2
CC(=O)N1c2c(C)cc(C)cc2-c2c(ssc2=S)C1(C)C	-0.7	18	0.0	5
COCCCN1C(=O)C2C(C(=O)Nc3cccc(SC)c3)C3C=CC2(O3)C1C(=O)NC1CCCCC1 (stereo not drawn)	0.3	11	5.8*	-8
Cc1ccccc1C(=O)Nc1ccc(-n2c(C)nc3ncccc3c2=O)cc1	-0.1	3	1.2	2
O=c1c(=O)n(-c2cccc(Cl)c2)ccn1Cc1cccc(F)c1	0.1	-10	-1.8	8

# Single values from the list:
# CCCC(=O)Nc1ccccc1C(N)=O in FBW7 act shows 0.2
# CC1CN(C(NC(=O)C(C)C)C(Cl)(Cl)Cl)CC(C)O1 (stereo not drawn) in FBW7 act shows 0.2

# For convenience, 2 of the compounds above:
Structure	FBW7 act	MITF primary	GPR151 activ	TEAD-YAP block
Cc1ccccc1C(=O)Nc1ccc(-n2c(C)nc3ncccc3c2=O)cc1	-0.1	3	1.2	2
O=c1c(=O)n(-c2cccc(Cl)c2)ccn1Cc1cccc(F)c1	0.1	-10	-1.8	8

# (further entries)
Structure	FBW7 act	MITF primary	GPR151 activ	TEAD-YAP block
CCOC(=O)c1sc2nc(SCC(=O)NCc3ccco3)n(Cc3ccc(OC)cc3)c(=O)c2c1C	-0.1	3	-0.3	-9
Cc1onc(-c2ccccc2)c1C(=O)Nc1cccc(OC2CCCC2)c1	0.2	1	0.9	2
CCOC(=O)N1CCN(Cc2ccc3c(c2)CN(C(=O)CC(C)C(C)=O)CCO3)CC1 (stereo not drawn)	0.2	12	0.3	-3
COc1ccc(-c2nc3sc(CCNS(=O)(=O)c4ccccc4)c(C)n3n2)cc1	0.9	18	-0.2	5
CN(C)C(CNC(=O)CCc1nc2ccccc2s1)c1ccccc1 (stereo not drawn)	0.2	7	-2.3	-2
CC(C)(C)NC(=O)C(=O)NNC(=O)c1ccccc1I	-0.1	4	-0.8	-5
CC(C)C[C@@H]1NC(=O)[C@H]2CN(C(=O)c3ccc(F)cc3)CCN2C1=O	0.0	-17	-0.2	-2
Cc1nnc(SCC(=O)Nc2ccc3ccccc3c2)s1	2.0*	15	-1.2	10
COc1ccc(/C(O)=C2/C(=O)C(=O)N(CCc3ccccc3)C2c2ccc(OC)cc2)cc1 (stereo not drawn)	-0.6	3	3.9	-27
COC(=O)C1=NOC2C(=O)N(c3ccc(Br)cc3)C(=O)C12 (stereo not drawn)	0.1	1	1.9	7
CCCC(=O)Nc1nnc(S(=O)(=O)N2CCCC2)s1	0.1	16	1.1	0
CC12CC3(C)CC(C)(C1)CC(C(=O)NC(C)(C)CO)(C2)C3	0.2	-5	-0.4	9
Cc1noc(C)c1CSc1nnc(-c2ccccc2)o1	0.2	12	-1.2	-1
COCCN1C(=O)/C(=C/c2ccc(SC)cc2)SC1=S	-0.1	14	-1.4	8
Cc1ccc2oc(-c3cc(NC(=O)c4cccc(F)c4)ccc3O)nc2c1	0.0	16	0.9	0
Cc1cc[n+](CCC(=O)O)c2ccccc12	-0.2	-5	-0.1	1
COc1ccc(CNC(=O)CC(C)Cc2nc3ccccc3c(=O)[nH]2)cc1 (stereo not drawn)	-0.1	-3	0.4	6
C[C@@H]1NC(=O)[C@H]2CN(C(=O)c3cccc(F)c3F)CCN2C1=O	-0.1	-2	0.7	-9
COc1ccc(OC)c(NC(=S)NC(=O)c2cccs2)c1	-0.2	13	0.3	-15
c1ccc2c(c1)OCC(c1nc(N3CCOCC3)c3cc(-c4cn[nH]c4)ccc3n1)O2 (stereo not drawn)	0.0	32	-5.1	1
C/C(=N/NC(=O)CNC(=O)c1ccccc1Br)C(C)C	0.6	17	-0.2	-1
CCCn1c2c(c(=O)n(C)c1=O)C(c1ccc(CC)cc1)C1=C(COC1=O)N2 (stereo not drawn)	0.2	20	-1.9	13
Cc1ccc(C)c(NC(=O)CSc2c[nH]c3ccccc23)c1	-0.2	-2	-0.5	-1
COc1ccccc1OCCSc1nc2ccccc2n1CCO	0.0	-8	-0.8	-35
Cc1ccc2sc(N3CCN(S(=O)(=O)c4cccs4)CC3)nc2c1C	-0.1	5	0.2	9

# One compound at a time, from the list above. Order of values: FBW7 act | MITF primary | GPR151 activ | TEAD-YAP block
# Cc1ccc(C)c(NC(=O)CSc2c[nH]c3ccccc23)c1 reads -0.2 | -2 | -0.5 | -1
# CC(C)(C)NC(=O)C(=O)NNC(=O)c1ccccc1I reads -0.1 | 4 | -0.8 | -5
# Cc1ccc2oc(-c3cc(NC(=O)c4cccc(F)c4)ccc3O)nc2c1 reads 0.0 | 16 | 0.9 | 0
# Cc1noc(C)c1CSc1nnc(-c2ccccc2)o1 reads 0.2 | 12 | -1.2 | -1

# New compounds follow
Structure	FBW7 act	MITF primary	GPR151 activ	TEAD-YAP block
CCNc1nc(NCC)n2c(SCC(=O)c3ccc(C#N)cc3)nnc2n1	0.1	16	-0.5	2
CN(C)S(=O)(=O)c1ccc2c(c1)c(C1N3CC4(C)CN1CC(C)(C3)C4=O)cn2C (stereo not drawn)	-0.1	0	-1.0	-13
Cc1cc(C)c(C#N)c(SCc2ccc(Cl)cc2)n1	0.0	-4	0.6	-5
COC(=O)c1c(NC(=O)CCN2CCN(C)CC2)sc2c1CCC2	0.5	90*	0.6	5
CCCCNC(=O)Nc1nnc(-c2ccc(Cl)cc2)o1	0.0	-8	-1.4	6
Cn1nc(CC(=O)Nc2ccc3c(c2)OCO3)c2ccccc2c1=O	-0.2	0	-0.1	26
CCOC(=O)N1CCN(C(=O)c2ccc(NCc3ccc(OC)cc3)c(S(=O)(=O)Nc3cccc(C(F)(F)F)c3)c2)CC1	0.0	-4	1.9	3
O=C1C2=C(SCCS2)C(=O)N1c1ccc(O)cc1	-0.2	-7	0.3	8
COC(=O)CN1C(=S)N(C)C(=O)/C1=C/c1ccc(Cl)cc1Cl	-0.6	8	-0.6	-12
CC(C)n1cnc2c(N)nc(NC3CCN(Cc4ccccc4)CC3)nc21	0.2	13	-0.5	-12
O=[N+]([O-])c1ccccc1Sc1nc2ccccc2[nH]1	0.2	7	-0.3	-6
COc1ccc(OC)c2[nH]c(=O)c(CCNC(=O)CC(C)(C)C)cc12	-0.5	8	-0.1	4
COc1cc(-c2cn[nH]c2)cc2c(=O)[nH]c(C(N)c3ccc(Cl)cc3)nc12 (stereo not drawn)	0.0	7	-0.2	29
CCOc1ccccc1Oc1nnnn1-c1ccccc1	0.6	4	-0.1	2
COC(=O)c1ccc(CN2CCC(N(CC3CC3)C(=O)NC(C)C)CC2)cc1	-0.1	-10	3.1	-6
COc1ccc(/C=C\c2[nH]c(=O)[nH]c(=O)c2[N+](=O)[O-])cc1[N+](=O)[O-]	-0.1	-6	2.7	-9
COc1ccc(C(=O)c2sc3nc4c(c(-c5cccs5)c3c2N)CCC4)cc1	0.2	-13	0.9	-6
CCc1ccc(-c2csc(NC(=O)c3ccc(S(=O)(=O)N4CCCCC4)cc3)n2)cc1	0.1	-15	0.0	5
O=C(NS(=O)(=O)c1ccc(Br)cc1)c1ccc(Cl)cc1	-0.1	7	1.7	5
COC(=O)N/N=C/c1cc(OC)c(O)c(OC)c1	0.1	8	-0.5	-6
Cc1cc(NC(=O)CSc2nc3ccccc3c(=O)n2Cc2ccc3c(c2)OCO3)n[nH]1	0.3	25	1.5	13
Cc1cc(C(=O)N2CCC(C(=O)NC(c3ccc(Cl)cc3)c3ccsc3)CC2)no1 (stereo not drawn)	-0.1	-8	2.0	1
CCOc1ccc(NC(=O)COc2cccc(C)c2C)cc1	-0.1	4	5.8*	1
Cc1ccc(-c2csc3ncn(CC(=O)Nc4ccc(C)c(Cl)c4)c(=O)c23)cc1	0.0	1	-1.2	7
CCOc1ccc(OCC)c(NC(=O)CCn2c(=O)oc3ccccc32)c1	0.0	1	-0.2	3
Cc1noc(C)c1-c1cccc(C(=O)NC2CCN(Cc3ccccc3)CC2)n1	0.7	16	-1.6	1
CSCC[C@@H]1NC(=O)C/C=C/[C@@H](C)COC(=O)[C@@H](C)COC1=O	0.2	-3	-1.1	/
COCCn1c(SCC(=O)N2CCCCC2)nc2cccnc21	0.0	8	0.5	11
CC(=O)Nc1ccc(NC(=S)NC(=O)C2CCCC2)cc1	-0.5	-19	0.4	-32
O=C(Cc1ccc(N2CCC(N3CCC[C@H]3CO)CC2)cc1)NCCc1cccc(F)c1	0.0	2	0.4	-1
CCN(CC)CCNC(=O)c1c(CSc2ccccc2)n(C)c2cc(Br)c(OC)cc12	-0.1	30	-1.7	6
O=c1c2ccccc2nc(/C=C/c2cccc([N+](=O)[O-])c2)n1CCO	-0.1	4	-1.5	5
Cn1c(=O)n(Cc2ccccc2)c(=O)c2c1nc1n2CCCN1c1ccc(F)cc1	0.2	5	1.5	5
COc1ncccc1C1(O)CC2CCC(C1)N2C(=O)c1cccc2c1C(=O)N(C)C2 (stereo not drawn)	-0.2	5	0.6	-6
COc1ccc(Nc2ccc(N3C(=O)C4CC=CCC4C3=O)cc2[N+](=O)[O-])cc1OC (stereo not drawn)	-0.2	9	-0.3	3
O=C(Cc1cccs1)NCCS(=O)(=O)N1CCN(CCc2ccccc2)CC1	0.0	0	0.7	8
CCOC(=O)c1c(C)c(I)c(C)n1C	0.2	6	0.4	-8
Cc1cc(C)cc(NC(=O)CSc2nnc(NC(=O)Cc3ccccc3)s2)c1	0.5	-3	0.1	-3
COc1ccc(C2CC(c3ccc(OC)c(OC)c3)=NN2S(C)(=O)=O)cc1 (stereo not drawn)	-0.1	-1	0.9	-47
COCCCN(CC(=O)NCc1ccco1)S(=O)(=O)c1ccc(C(C)=O)cc1	0.0	1	-0.3	-2
Cc1ccc(-c2csc3[nH]c(=S)n(-c4ccccc4)c(=O)c23)cc1C	-0.1	-2	0.9	5
Cc1ccc(OCc2nnc(SCC(=O)Nc3ccc4nc(SCC(=O)NC5CCCCC5)sc4c3)n2-c2ccccc2)cc1C	-0.1	-4	-0.2	7
CS(=O)(=O)c1ccc(-c2ccnc(Nc3ccc(-n4nncc4-c4ccccc4)cc3)n2)cc1	0.1	-6	1.5	25
Cc1cccc(N2CCN(S(=O)(=O)CCNC(=O)c3ccc(F)cc3)CC2)c1	-0.1	9	0.8	3
Cc1nc2ccc(NC(=O)COc3ccc(Cl)cc3)cc2s1	-0.1	4	0.4	1
c1ccc(Cc2ccc(Oc3ncnc4sc5c(c34)CCCC5)cc2)cc1	0.0	-6	-0.2	-3
CN(C)CCNC(=O)c1ccc(-n2ncc3cc(Nc4ccccc4Cl)ccc32)cc1	-0.1	11	0.6	-10
CCOC(=O)C1=C(C)N=c2s/c(=C\c3ccc(OCCOc4ccccc4)c(OCC)c3)c(=O)n2C1c1ccc(OC)cc1 (stereo not drawn)	0.8	9	0.1	12
CC(=O)Nc1ccc(-n2nnnc2SCC(=O)NNC(=O)C2CCCCC2)cc1	0.0	1	1.3	0

# Screening data deposited in PubChem BioAssay by The Scripps Research Institute Molecular Screening Center.
